# Assay outcomes deposited in PubChem BioAssay by National Center for Advancing Translational Sciences (NCATS).
# MCF10A rereplic: DNA re-replication induction in MCF 10a cells | MCF 10A DNA re-replication, Hoechst nuclear intensity, 48 h | Potency, µM (top dose mostly 46.1 µM), inactives show at the highest dose activity, positive = re-replication, hits mostly activators | actives 2.9% (n = 350,000); also: % of control where 0% means no effect; nearly all actives have a fitted effect of over 50% in size
# S2 tox: viability counter-screen for ATXN expression inhibitors; actives 0.49% (n = 400,000); Potency, µM (doses to about 56.7 µM), most hits filed as cytotoxic; S2 cells (HEK-293 line with an ATXN2-luciferase reporter) viability, CellTiter-Fluor protease fluorescence, 24 h; also: nearly all actives have a fitted effect of over 40% in size
# ATXN2 expr inh: inhibitors of ATXN2 expression; HEK-293 ATXN2-luciferase reporter, luminescence, 24 h; Potency, µM (top dose mostly 57 µM), for the others: at the highest dose activity change, negative = inhibition, usual class: inhibitors; actives 0.72% (n = 360,000); AID 1745845; also: % is scaled to controls: 0 for no effect and ±100 for the full control effect; nearly all actives have a fitted effect of over 55% in size
#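 qHTS (up to 57 uM final) was run with 24 h compound exposure of reporter cells at 37 °C. Each well was multiplexed: SteadyGlo luminescence measured ATXN2-luciferase expression after a fluorogenic Gly-Phe-AFC viability readout (25 uM final).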
# Nrf2 inh: inhibitors of Nrf2 signaling | A549 ARE-Fluc reporter, luciferase luminescence, 18-24 h | Potency, µM (highest dose often 46 µM), for inactives: top-dose activity change, negative = inhibition, actives largely listed as inhibitors | actives 2.1% (n = 360,000); also: % is scaled to controls: 0 for no effect and ±100 for the full control effect; nearly all actives have a fitted effect of over 60% in size
#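 Cells were seeded and rested 2 h, then exposed to compounds for 18-24 h. CellTiter-Fluor was read first as a viability measure. BugLite was added 15 min before the final luminescent read of ARE-luciferase activity in A549 cells.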
# HepG2 tox: kills HepG2 cells in TGF-b inhibitor counter-screen; HepG2 CAGA-GFP viability, ATP luminescence, 18 h; actives 0.76% (n = 410,000); Potency, µM (doses to about 46.1 µM), for inactives: at the top dose activity change, negative = cytotoxicity, actives largely listed as cytotoxic; also: some results filed as inactive show a strong effect at the top dose
#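 HepG2 CAGA-GFP cells (1000/well, DMEM with 1% FBS) received compound, then TGF-beta at 500 pg/mL final, and were incubated 18 hours at 37 degrees C. Viability was read by CellTiter-Glo luminescence. Media-only wells were set as complete cell-killing and DMSO as no toxicity.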
# A549 tox: A549 cytotoxicity, counter-screen for Nrf2 inhibitors. A549 ARE-Fluc cells, CellTiter-Fluor viability, 18-24 h. Potency, µM (top dose mostly 46 µM), for the others: top-dose activity change, negative = cytotoxicity, hits mostly inhibitors. actives 0.16% (n = 390,000). AID 504648; also: % is scaled to controls: 0 for no effect and ±100 for the full control effect
#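 Cytotoxicity counterscreen: CellTiter-Fluor fluorescence was measured in A549 ARE_Fluc cells after 18-24 h of compound exposure in a concentration series. The subsequent BugLite luminescent read reports ARE-luciferase activity.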
# EPAC2 antag: EPAC2 (human) antagonism; EPAC2 GEF exchange of Rap1B-BODIPY-GDP, fluorescence; actives 0.18% (n = 360,000); Potency, µM (highest dose often 114 µM), for inactives: top-dose activity, negative = inhibition, hits mostly inhibitors; also: % is scaled to controls: 0 for no effect and ±100 for the full control effect; nearly all actives have a fitted effect of over 45% in size; many of its hits are not listed in these tables
# Target sequence (Q8WZA2 whole entry, looked up): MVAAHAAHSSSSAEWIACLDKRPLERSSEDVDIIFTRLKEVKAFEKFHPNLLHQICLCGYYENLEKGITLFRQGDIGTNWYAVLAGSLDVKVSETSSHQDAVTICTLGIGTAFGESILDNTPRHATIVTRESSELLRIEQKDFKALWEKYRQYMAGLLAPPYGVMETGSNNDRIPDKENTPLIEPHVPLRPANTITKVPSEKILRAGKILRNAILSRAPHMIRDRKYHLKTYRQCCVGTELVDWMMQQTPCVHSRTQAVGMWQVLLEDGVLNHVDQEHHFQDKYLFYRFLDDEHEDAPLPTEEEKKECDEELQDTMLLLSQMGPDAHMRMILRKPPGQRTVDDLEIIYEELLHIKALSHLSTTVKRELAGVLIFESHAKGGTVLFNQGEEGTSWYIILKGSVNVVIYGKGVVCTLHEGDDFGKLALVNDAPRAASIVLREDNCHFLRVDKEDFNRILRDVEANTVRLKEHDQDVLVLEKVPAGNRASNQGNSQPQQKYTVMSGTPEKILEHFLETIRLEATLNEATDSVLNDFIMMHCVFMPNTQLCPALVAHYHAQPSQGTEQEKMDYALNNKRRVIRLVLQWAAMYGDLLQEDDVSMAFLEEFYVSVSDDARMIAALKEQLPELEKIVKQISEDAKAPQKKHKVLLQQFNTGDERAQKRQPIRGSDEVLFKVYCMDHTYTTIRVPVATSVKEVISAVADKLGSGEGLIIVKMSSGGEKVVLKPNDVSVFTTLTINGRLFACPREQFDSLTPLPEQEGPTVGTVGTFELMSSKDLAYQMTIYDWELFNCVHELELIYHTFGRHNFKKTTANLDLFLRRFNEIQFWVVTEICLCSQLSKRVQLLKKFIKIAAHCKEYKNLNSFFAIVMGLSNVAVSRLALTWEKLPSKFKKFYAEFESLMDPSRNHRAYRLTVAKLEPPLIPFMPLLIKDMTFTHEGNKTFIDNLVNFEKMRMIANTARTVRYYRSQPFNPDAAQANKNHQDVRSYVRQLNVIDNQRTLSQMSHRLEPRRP
# Nrf2 activator: Nrf2 pathway activation | AREc32 ARE-luciferase reporter (MCF7-derived line), luminescence, 24 h | Potency, µM (series often up to 46.1 µM), for inactives: at the highest dose activation, hits mostly activators | actives 0.31% (n = 410,000); also: % of control where 0% means no effect; nearly all actives have a fitted effect of over 65% in size
#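 Quantitative high-throughput format: AREc32 reporter cells, 1000 per well, received compound by pin transfer and were incubated 24 hr at 37 deg C, 5% CO2, before Steady-Glo luminescence detection.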
# TGFb inhibitor: inhibitors of TGF-b signaling; HepG2 CAGA-GFP TGF-b/SMAD3 reporter, GFP fluorescence, 18 h; TGF-beta stimulated, 500 pg/mL final; Potency, µM (series often up to 46.1 µM), for the others: at the highest dose activity, negative = inhibition, most hits filed as inhibitors; actives 1.2% (n = 410,000); also: % is scaled to controls: 0 for no effect and ±100 for the full control effect; nearly all actives have a fitted effect of over 65% in size
#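 Inhibition was scored as loss of TGF-beta-induced (500 pg/mL final, 18 hours, 37 degrees C) GFP in HEPG2 cells carrying a CAGA-GFP reporter, in DMEM with 1% FBS. Well GFP was summed per cell; Activity was normalised to unstimulated and stimulated DMSO wells, then concentration-response fitting.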
# Starred values were filed as active, the others as inactive; i = inactive; ? = inconclusive; . = not tested or not shown; [ ] = remark or other dose. Calls follow the shape of the dose curve; as a rule, active = well fitted curve in the direction sought with a large enough effect; inconclusive = small, poorly fitted or top-dose-only effect, or another doubt; inactive = no such curve, though single readings can be large; an effect the other way counts as inactive or inconclusive. Potency is read from the fitted curve at half-maximal effect.
SMILES | MCF10A rereplic | S2 tox | ATXN2 expr inh | Nrf2 inh | HepG2 tox | A549 tox | EPAC2 antag | Nrf2 activator | TGFb inhibitor
Cc1cc(C)n2nc(C(=O)OCC(=O)Nc3cc(Cl)ccc3C)nc2n1 | 22% | i | -12% | 3% | -29% | 11% | -10% | 0.2% | 0%
O=C(NNC(=O)C1CC=CCC1)c1ccccc1Cl (stereo not drawn) | 1% | i | 0% | 18% | 11% | 2% | 0% | 1.4% | 0%
O=C1/C(=C\c2ccco2)NC(=S)N1c1ccccc1 | 1% | ? | 13% | ? | -21% | -5% | 4% | 8.9µM* | -21%
[O-][n+]1c2ccccc2cc2ccccc21 | 18µM* | i | ? | -1% | -5% | 5% | -7% | 15% | 11µM*
COc1cc(C2CC(=O)Nc3cc4c(cc32)OCCO4)cc(Br)c1OC (stereo not drawn) | . | . | . | ? | -12% | 2% | . | -0.1% | ?
CCOC(=O)c1cc(S(=O)(=O)N2CCN(C(=O)OCC)CC2)cn1C | 2% | i | -13% | ? | 19% | -4% | 5% | -2.3% | 33%
CCOC(=O)c1c(NC(=S)NC)sc2c1CC(C)(C)SC2 | ? | i | 15% | -5% | 10% | -11% | 7% | -0.9% | -1%
Cc1nn(CC(=O)N(CC(C)C)C2CCS(=O)(=O)C2)c(C)c1[N+](=O)[O-] (stereo not drawn) | 1% | i | 16% | 3% | 3% | 4% | 7% | -0.4% | 2%

# Complete entries as entered above. Values in the order: MCF10A rereplic	S2 tox	ATXN2 expr inh	Nrf2 inh	HepG2 tox	A549 tox	EPAC2 antag	Nrf2 activator	TGFb inhibitor
# [O-][n+]1c2ccccc2cc2ccccc21 across the screens: 18µM*	i	?	-1%	-5%	5%	-7%	15%	11µM*
# CCOC(=O)c1c(NC(=S)NC)sc2c1CC(C)(C)SC2 across the screens: ?	i	15%	-5%	10%	-11%	7%	-0.9%	-1%
# O=C1/C(=C\c2ccco2)NC(=S)N1c1ccccc1 across the screens: 1%	?	13%	?	-21%	-5%	4%	8.9µM*	-21%
# Cc1cc(C)n2nc(C(=O)OCC(=O)Nc3cc(Cl)ccc3C)nc2n1 across the screens: 22%	i	-12%	3%	-29%	11%	-10%	0.2%	0%

# 3 structures from above, arranged by heavy-atom count, ascending:
SMILES | MCF10A rereplic | S2 tox | ATXN2 expr inh | Nrf2 inh | HepG2 tox | A549 tox | EPAC2 antag | Nrf2 activator | TGFb inhibitor
O=C1/C(=C\c2ccco2)NC(=S)N1c1ccccc1 | 1% | ? | 13% | ? | -21% | -5% | 4% | 8.9µM* | -21%
CCOC(=O)c1cc(S(=O)(=O)N2CCN(C(=O)OCC)CC2)cn1C | 2% | i | -13% | ? | 19% | -4% | 5% | -2.3% | 33%
Cc1cc(C)n2nc(C(=O)OCC(=O)Nc3cc(Cl)ccc3C)nc2n1 | 22% | i | -12% | 3% | -29% | 11% | -10% | 0.2% | 0%

# The list goes on.
SMILES | MCF10A rereplic | S2 tox | ATXN2 expr inh | Nrf2 inh | HepG2 tox | A549 tox | EPAC2 antag | Nrf2 activator | TGFb inhibitor
O=C(Nc1ccc(S(=O)(=O)N2CCCC2)cc1)c1cccc(OC(F)F)c1 | -2% | i | -11% | ? | -10% | -1% | -3% | -0.3% | -2%
Cc1c(C(=O)N/N=C/c2ccc(N(C)C)cc2)[nH]c2ccc(Cl)cc12 | 15% | ? | -24% | 23% | -2% | -12% | -5% | 0.1% | 4.5µM*
CC(C)C(CO)N1CCN(Cc2ccccc2)CCC1=O (stereo not drawn) | -2% | i | 5% | 6% | -4% | -6% | -2% | -0.2% | -33%
CCCCCCN1CCN(C2CN(C3CCCCC3)S(=O)(=O)C2)CC1 (stereo not drawn) | . | i | 7% | . | -15% | . | 15% | 1.4% | ?
O=S(=O)(CCNCCc1ccccc1)NCc1ccccc1 | -5% | i | 11% | 23% | -9% | 6% | 3% | 2.1% | -21%
CCn1cnnc1SCC(=O)c1c(N)n(C2CC2)c(=O)[nH]c1=O | -3% | i | . | 4% | 3% | 10% | 22% | 1.1% | 9%
CCc1nc2c(OCCOc3ccc(F)cc3)cccn2c1N(C)C(=O)c1ccccc1F | . | i | -24% | . | -4% | . | -20% | 2.0% | 7%
NC(=S)NN=C1C2CC3CC(C2)CC1C3 | 19% | i | 2% | -3% | -24% | -5% | 10% | -0.1% | ?
CCN(CC)C(=O)Oc1ccc2c(=O)c(-c3ccc(OC)cc3)c(C)oc2c1 | ? | ? | -26% | ? | -27% | -6% | 4% | -0.6% | -23%
Cc1ccccc1-c1nsc(SCC(=O)NCc2ccc3c(c2)OCO3)n1 | 4% | i | -5% | 12% | 7% | 14% | 14% | -0.6% | ?
COc1ccc(/C=C/C(=O)OCC(=O)NCC2CCCO2)cc1 (stereo not drawn) | 21% | i | 1% | -8% | -3% | -2% | ? | 2.8% | -2%
Cc1n[nH]c(=S)n(/N=C/c2cccs2)c1=O | ? | i | 0% | -5% | 11% | 0% | 5% | 6.3% | 31%[activator]
Cc1noc(C)c1CSc1nc2ccccc2c(=O)n1-c1ccccc1 | 7.3µM* | ? | -3% | . | 1% | ? | -10% | 14% | 11%
COc1cccc(C2NC(=O)NC(C)=C2C(=O)Nc2cc(OC)ccc2OC)c1 (stereo not drawn) | 9% | i | 3% | ? | -34% | -14% | -7% | -0.4% | 18%
O=C(CCCN1C(=O)c2ccccc2C1=O)Nc1nnc(C2CC2)s1 | -4% | i | -4% | 13% | -7% | 6% | 7% | 2.6% | 0%
Cc1nc2nc(SCC(=O)NCCCN3CCCC(C)C3)nn2c(C)c1Cc1ccccc1Cl (stereo not drawn) | -1% | i | -6% | ? | -16% | 22% | 2% | 0.4% | 3%
CC(=O)N=c1c(C#N)cc2c(=O)n3cccc(C)c3nc2n1Cc1ccco1 | ? | . | . | -23% | -3% | 0% | 3% | -0.6% | -14%
Cc1n[nH]c(=O)c2c1nnn2Cc1ccc(F)cc1 | -2% | i | -2% | ? | -27% | 9% | 1% | 0.2% | -4%
CC(=O)Nc1ccc(S(=O)(=O)NCCC(=O)OCC(=O)c2ccccc2)cc1 | -5% | i | -3% | 23% | -4% | 8% | 0% | -0.3% | 4%
O=S(=O)(Nc1ccc(Oc2ncccn2)c(Cl)c1)c1ccc(F)cc1 | 0% | ? | 4% | -6% | 5% | -8% | 8% | -0.5% | -2%
CCOc1ccc(NC(=O)NCCN2CCN(c3cc(Cl)ccc3C)CC2)cc1 | . | i | -11% | -14% | 3% | -4% | . | 0.1% | 0%
Cc1ccc(NC(=O)CCc2ccccc2)cc1S(=O)(=O)N1CCOCC1 | 9% | i | -7% | ? | -2% | 1% | -2% | 0.1% | -10%
CC(C)OC(=O)N(C)C[C@@H]1OCc2cn(nn2)CCCC(=O)N([C@H](C)CO)C[C@H]1C | . | i | 5% | . | 9% | . | 1% | -0.8% | 2%
COc1ccc(OC)c(-c2nc(C(N)=O)c3[nH]c(=O)n(-c4ccc(F)cc4)c3n2)c1 | -3% | i | -19% | 3% | 0% | -1% | 0% | 0.2% | 8%
CC(C)C(NC(=O)CSc1ccc(Cl)cc1)C(C)C | 26µM* | i | -10% | ? | 6% | -2% | 8% | -0.4% | -4%
CC(C)Oc1ccccc1/C=N/NC(=O)c1ccc(F)cc1 | -19% | i | -5% | 5% | -14% | 5% | -5% | -0.3% | -4%
O=C(N/N=C/c1cccnc1)c1ccccc1OCc1cccc(Br)c1 | 1% | i | -16% | -8% | 0% | -6% | 0% | -0.6% | 16%
CCCN(CCC)CC(O)Cn1cc(/C=C/C(=O)c2ccc(OCC)cc2)c2ccccc21 (stereo not drawn) | . | . | ? | 2% | 13µM* | ? | . | 13% | ?
Clc1ccc(CCNC(c2cccc(Cl)c2)c2nnc(-c3ccccc3)o2)cc1 (stereo not drawn) | . | i | -3% | -3% | -9% | 3% | . | 7.1% | -27%
O=c1oc2ccccc2n1CCCCCn1c(=O)oc2ccccc21 | -2% | i | 4% | -23% | -6% | 6% | -2% | 0.7% | 2%
O=C(CSc1ccc2nnc(-c3ccc(F)cc3)n2n1)N1CCOCC1 | -4% | i | -13% | 10% | 7% | 1% | 27% | -0.8% | -6%
CC1CCCN(c2nc(N(C)c3ccccc3)nc(N)c2[N+](=O)[O-])C1 (stereo not drawn) | 11% | i | 9% | 8% | 15% | -5% | -27% | 6.6% | -29%
CCN(C(=O)COc1cc(=O)n(C)c2ccccc12)c1cccc(C(F)(F)F)c1 | . | ? | -22% | -12% | -18% | -4% | . | 5.4% | ?
CN(C(=O)COC(=O)COc1ccc2ccccc2c1)c1ccccc1 | . | i | . | . | 18% | . | -15% | -1.6% | 5%
Cc1cc(NC(=O)C2CCCN(S(=O)(=O)c3cn(C)cn3)C2)ccc1Br (stereo not drawn) | . | . | . | . | -21% | -2% | . | 0.6% | -16%
O=C(Nc1ccc2c(c1)Cc1ccccc1-2)c1ccccc1F | ? | i | -4% | 12% | -8% | -5% | 0% | 2.0% | -10%
CCn1c(SCC(=O)Nc2ccccc2N2CCOCC2)nnc1-c1ccccc1 | 16% | i | -6% | -26% | -2% | 6% | 2% | -0.2% | -4%
C=CCN1C(=O)C(CC(=O)O)SC1=Nc1c(C)n(C)n(-c2ccccc2)c1=O (stereo not drawn) | -2% | . | . | -5% | -5% | 1% | 4% | -0.2% | 10%
COc1ccc(Cc2c(-c3cccc(Br)c3)nc3ccc(Cl)cn23)c(C)c1 | . | ? | 42%[activator] | . | -38% | . | -29% | ? | -15%
Cc1c(NS(=O)(=O)c2ccc3c(c2)Cc2ccccc2-3)c(=O)n(-c2ccccc2)n1C | 5% | i | . | ? | -7% | -3% | -29% | -0.1% | 6%
C/C(=N\NC(=S)NC1CCCCC1)c1ccc(Cl)c(Cl)c1 | 3% | i | 9% | ? | 1% | 4% | 11% | -0.4% | -15%
CCOC(=O)C1CCCN(C(=O)Cn2cnc3sc(C)c(S(=O)(=O)N4CCOCC4)c3c2=O)C1 (stereo not drawn) | -4% | i | 5% | 6% | 1% | -3% | 3% | 0.2% | 2%
CCN(CC)CCCNC(=O)c1ccc2c(c1)N(Cc1c(F)cccc1Cl)C(=O)c1ccccc1S2 | . | i | 20µM* | 13% | 11µM* | 1% | . | -2.1% | 10µM*

# Nrf2 activator: hit marks shown above.
Molecule | EPAC2 antag | Nrf2 activator
O=C1/C(=C\c2ccco2)NC(=S)N1c1ccccc1 | 4% | 8.9µM*

# Some of the compounds tested; count on the stated rates, not on these rows.
